Bioassay records from PubChem.
KCNQ2 inh: KCNQ2 potassium channel inhibitors, primary screen, cell-based, CHO-K1, FluxOR thallium flux, B-score (AID 2156) | B-score at 10 µM | Potassium voltage-gated channel subfamily KQT member 2 (Rattus norvegicus), O88943 | 310,000 tested, 1.1% active | 20 min; stronger effect = lower value;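 active means fluorescence ratio B-score at most minus 3 library SDs, with starting brightness B-score within 2 library SDs, cut at about -5.5 in these data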
OX1R FRET antag: antagonists of human orexin 1 receptor (OX1R) | OX1R-expressing cells, FRET antagonist read-out | inhibition, % at 6.6 µM | 330,000 tested, 1.8% active; in the data active means inhibition mostly above about 38%, no sharp cut-off; inactive means mostly below about 40%;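 further: 0% = agonist challenge alone and 100% = reference antagonist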
Target sequence (O43613 whole entry, looked up): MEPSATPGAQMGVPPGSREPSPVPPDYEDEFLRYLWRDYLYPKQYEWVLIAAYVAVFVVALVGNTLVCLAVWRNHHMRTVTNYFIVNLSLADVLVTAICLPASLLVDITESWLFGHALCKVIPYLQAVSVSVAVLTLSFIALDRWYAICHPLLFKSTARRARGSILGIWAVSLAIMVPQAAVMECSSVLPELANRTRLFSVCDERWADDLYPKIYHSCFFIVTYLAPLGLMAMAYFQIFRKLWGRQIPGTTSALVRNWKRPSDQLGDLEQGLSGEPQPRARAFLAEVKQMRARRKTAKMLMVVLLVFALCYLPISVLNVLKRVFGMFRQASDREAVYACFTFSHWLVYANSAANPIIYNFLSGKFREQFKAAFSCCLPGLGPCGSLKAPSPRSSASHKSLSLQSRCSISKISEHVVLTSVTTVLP
STK33 kinase inh: inhibitors of purified STK33 kinase, primary screen, biochemical, ADP-Glo luminescence, homogeneous, cell-free; Serine/threonine-protein kinase 33 (Homo sapiens), Q9BYT3; MBP phosphorylation; inhibition, % at 10 µM; 320,000 tested, 0.073% active;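 active means inhibition at or above 25%, using the most active replicate where run in duplicate; inactive means inhibition below 25%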
Target sequence (Q9BYT3 whole entry, looked up): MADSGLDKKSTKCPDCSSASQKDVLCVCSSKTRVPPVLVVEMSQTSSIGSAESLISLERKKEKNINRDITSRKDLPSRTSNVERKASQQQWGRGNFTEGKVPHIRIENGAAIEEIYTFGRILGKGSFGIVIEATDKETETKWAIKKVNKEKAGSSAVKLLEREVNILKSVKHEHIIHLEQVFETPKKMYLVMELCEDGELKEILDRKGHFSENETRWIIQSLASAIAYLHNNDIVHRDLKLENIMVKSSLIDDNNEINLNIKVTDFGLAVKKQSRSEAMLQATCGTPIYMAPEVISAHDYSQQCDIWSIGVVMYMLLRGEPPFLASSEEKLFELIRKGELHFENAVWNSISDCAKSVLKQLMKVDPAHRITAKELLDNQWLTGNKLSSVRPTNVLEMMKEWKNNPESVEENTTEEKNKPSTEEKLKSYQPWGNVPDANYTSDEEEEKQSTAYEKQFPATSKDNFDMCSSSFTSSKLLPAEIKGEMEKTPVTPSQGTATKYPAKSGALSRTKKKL
* marks the source's active call; other numbers are inactive results; i = inactive; nt = no result given.

| Compound | KCNQ2 inh | OX1R FRET antag | STK33 kinase inh |
| --- | --- | --- | --- |
| Cc1csc(NC(=O)c2ccccc2)n1 | i | 4 | 0.9 |
| Cc1ccc(C(=O)NCCCN2CCOCC2)cc1Cl | i | -7 | 4.2 |
| CCCCCC/C=C/c1ccc([C@H]2[C@H]3C=CC[C@@H](C)[C@@H]3C(=O)N2Cc2ccccc2)c(F)c1 | i | 8 | -0.1 |
| CCc1nnc(NC(=O)CCC(=O)N2CCN(c3cccc(Cl)c3)CC2)s1 | i | 16 | -3.5 |
| Cc1nn(C)c(C(=O)N/N=C/c2ccccn2)c1[N+](=O)[O-] | i | 5 | -0.2 |
| COc1ccccc1CN1CC(C(=O)NCc2cccnc2)CC1=O (stereo not given) | i | 9 | -2.0 |
| N#Cc1ccc(OCC(=O)N2CCN(C(=O)c3ccco3)CC2)cc1 | nt | -5 | -1.1 |
| Cc1cc(C)n(CC2CC(=O)N(c3ccc(C)c(Cl)c3)C2=O)n1 (stereo not given) | i | 4 | 0.6 |
| CCN=c1scc(C)n1/N=C/c1ccc(O)c(O)c1O | i | 19 | 6.0 |
| COCCn1c(-c2ccc(Cl)cc2Cl)nc2c(c(=O)c3ccccc3n2C)c1=O | i | 7 | 0.3 |
| Cn1cnnc1Sc1ccc(C(=O)OCC(=O)NCC(F)(F)F)cc1[N+](=O)[O-] | i | 78* | -1.3 |
| CCOc1ccc2nc(NC(=O)CSC3=NCCS3)sc2c1 | i | 33 | 1.6 |

(cont.)
| Compound | KCNQ2 inh | OX1R FRET antag | STK33 kinase inh |
| --- | --- | --- | --- |
| CN1CCN(c2nc3ccccn3c(=O)c2C=O)CC1 | i | 4 | -0.2 |
| CCOC(=O)C1C(=O)NC(SC)=C(C#N)C1c1ccccc1F (stereo not given) | i | 8 | 0.4 |
| CSc1ccccc1NC(=O)CSc1n[nH]c(N)n1 | i | 36 | -0.1 |
| Cn1c(=O)c2c(nc(CN3CCC(C(N)=O)CC3)n2Cc2ccccc2Cl)n(C)c1=O | i | 6 | 1.1 |
| Cc1ccc(S(=O)(=O)N2CCOCC2)cc1C(=O)OCC(=O)Nc1ccc2c(c1)OCO2 | i | 42 | -0.3 |
| Cc1cccc(OCCCCCn2ccnc2)c1 | i | 5 | -1.3 |
| Cc1nc(NCC2CCCO2)c2oc3ccccc3c2n1 (stereo not given) | i | 17 | 1.2 |
| O=C(NCc1ccc(F)cc1)C1CCC(=O)N1CCc1ccccc1 (stereo not given) | i | 8 | -3.1 |
| CC(C)(C)S(=O)(=O)c1ccccc1C(=O)O | i | 12 | -0.2 |
| Cc1ccc(C(=O)COC(=O)CN2C(=O)C3C4CC(C(Br)C4Br)C3C2=O)cc1 (stereo not given) | i | 6 | -1.5 |
| O=C(O)C1CCCN1C(=O)OCC1c2ccccc2-c2ccccc21 (stereo not given) | i | 11 | -0.3 |
| CC(C)C[C@H](NC(=O)[C@H](Cc1ccccc1)n1c(=O)[nH]c2ccccc2c1=O)C(=O)N1CCC[C@@H]1C(=O)O | i | 5 | 0.2 |

New compounds follow.
| Compound | KCNQ2 inh | OX1R FRET antag | STK33 kinase inh |
| --- | --- | --- | --- |
| CC1CN(S(=O)(=O)c2cccc(C(=O)Nc3ccccc3N3CCCCC3)c2)CC(C)O1 (stereo not given) | -9.5* | 6 | 1.3 |
| COc1cc(/C=C(/C(=O)c2cccs2)c2nc3ccccc3[nH]2)cc(OC)c1O | -6.1* | 31 | 1.8 |
| CC(=O)c1ccc(NC(=S)NC(=O)Cc2ccc(Cl)cc2)cc1 | i | 5 | -0.5 |
| O=C(O)CCSSCCC(=O)O | nt | 5 | -0.2 |
| Cn1nc(C(F)(F)F)c(C(=O)Nc2ccc(F)cc2F)c1Sc1cccc(Cl)c1 | i | 9 | -1.1 |
| S=C(NCCCCc1ccccc1)NCc1ccccc1 | i | nt | -0.7 |
| COCCCNC(=S)NNC(=O)c1ccccn1 | i | 13 | nt |
| COC(=O)c1ccc(NC(=O)CSc2ccccn2)cc1 | i | 4 | -0.8 |
| CCC(Sc1nccn1C)C(=O)Nc1cccc2ccccc12 (stereo not given) | i | 14 | -0.8 |
| COc1ccc(N(CC(=O)N/N=C/c2ccco2)S(=O)(=O)c2ccccc2)cc1 | i | 10 | 0.6 |
| CCCCn1cnc(C(=O)OCC)c1N | i | -1 | -2.0 |
| CN(C(=O)CCN1C(=O)/C(=C/c2ccccc2)SC1=S)C1CCS(=O)(=O)C1 (stereo not given) | i | 9 | -1.2 |

Fetched by structure from above:
| Compound | KCNQ2 inh | OX1R FRET antag | STK33 kinase inh |
| --- | --- | --- | --- |
| COc1cc(/C=C(/C(=O)c2cccs2)c2nc3ccccc3[nH]2)cc(OC)c1O | -6.1* | 31 | 1.8 |
| S=C(NCCCCc1ccccc1)NCc1ccccc1 | i | nt | -0.7 |

Back to the main list with the three entries that preceded the break.
| Compound | KCNQ2 inh | OX1R FRET antag | STK33 kinase inh |
| --- | --- | --- | --- |
| COc1ccc(N(CC(=O)N/N=C/c2ccco2)S(=O)(=O)c2ccccc2)cc1 | i | 10 | 0.6 |
| CCCCn1cnc(C(=O)OCC)c1N | i | -1 | -2.0 |
| CN(C(=O)CCN1C(=O)/C(=C/c2ccccc2)SC1=S)C1CCS(=O)(=O)C1 (stereo not given) | i | 9 | -1.2 |
| O=C(NCc1ccccn1)c1cc(-c2ccc(Cl)cc2)oc1C(F)(F)F | i | 18 | -0.1 |
| COCCNC(=O)c1ccccc1-c1ccccc1C(=O)O | i | 13 | -0.3 |
| COC1CCCN(C(=O)c2ccc(OC3CCN(S(=O)(=O)N(C)C)CC3)cc2)C1 (stereo not given) | i | 15 | 1.0 |
| CC(=O)c1c(C)[nH]c(C(=O)OCC(=O)Nc2cc(S(=O)(=O)N3CCCCC3)ccc2C)c1C | i | 17 | 0.1 |
| NS(=O)(=O)c1ccc(NC(=O)c2cccc3ccccc23)cc1 | i | 14 | -0.4 |
| CCCOc1ccccc1C1NC(=O)NC(C)=C1C(=O)OCc1ccccc1 (stereo not given) | i | 7 | 0.0 |
| COc1ccc(NC(=O)c2sc(-c3ccccc3)nc2C)c(OC)c1 | i | 43* | 0.0 |
| COCCNC(C(=O)Nc1ccc(C)cc1[N+](=O)[O-])c1ccccc1 (stereo not given) | i | 19 | -0.7 |
| O=C(Nc1ccccc1F)Nc1ccc([N+](=O)[O-])cc1Cl | i | 14 | -1.1 |
| COc1ccc(CNC(=O)Nc2ccc(OC)cc2)cc1 | i | 20 | -0.1 |
| O=C(CCNC(=O)C1CCN(S(=O)(=O)c2ccccc2)CC1)NCc1ccc(Cl)c(Cl)c1 | i | 33 | 0.3 |
| CN1C(=O)C(C)(C)c2cc(S(=O)(=O)NCC3CCC(C(=O)NC4CCCCC4)CC3)ccc21 (stereo not given) | i | 15 | 1.9 |

(next part)
Values in the order – KCNQ2 inh	OX1R FRET antag	STK33 kinase inh
CCCOc1ccc(N2C(=O)CC(N(CCc3ccc(OC)c(OC)c3)C(=O)c3ccccc3)C2=O)cc1 (stereo not given)
→ i	-7	-1.1
CN1CCN(NC(=O)c2cccc3ccccc23)CC1
→ i	-4	0.1
Cc1ccc(CNCc2cccnc2)s1
→ i	10	0.3
Cc1onc(-c2ccccc2)c1C(=O)N1CCCc2ccccc21
→ i	26	1.4
CCN(CC)S(=O)(=O)N1CCC(C(=O)NC2CCCC2)CC1
→ i	1	-0.8
COc1ccc(-c2csc(C3=C(O)CN(C(C)C)C3=N)n2)cc1OC
→ i	24	-0.7
CCOc1ccc(NC(=O)c2ccc(-n3cccn3)nc2)cc1
→ i	13	-1.0
Cc1ccc(NC(=O)NNC(=O)c2cccs2)cc1
→ i	3	-0.2
Cn1ccnc1C(OC(=O)c1ccccc1)C(F)(F)F (stereo not given)
→ i	4	-1.1
CCOc1cc(C(=S)N2CCCC2)ccc1OCC(=O)Nc1c(C)cc(C)cc1C
→ i	66*	-4.0
CCc1ccc(NC(=O)C2CCCN(S(=O)(=O)c3ccc4[nH]c(=O)ccc4c3)C2)cc1 (stereo not given)
→ i	10	0.5
CCOC(=O)C1(Cc2cccc(Cl)c2)CCCN(C(=O)c2ccnn2C)C1 (stereo not given)
→ i	26	-1.3
CCc1ccccc1NC(=O)CCCN1C(=O)C2CC=CCC2C1=O (stereo not given)
→ i	13	-2.7
O=C(Cn1c(C(=O)NCCCN2CCOCC2)cc2sccc21)c1ccccc1
→ i	6	-0.6
CN1CCN(CCCNC(=O)c2ccc3c(c2)N(Cc2ccccc2)CCS3)CC1
→ i	21	0.0
COc1ccc2nc(-c3ccccc3)cc(C(=O)N3CCC3)c2c1
→ nt	3	-0.7
CC1CN(C(=O)c2ccc(-c3cccc(C(F)(F)F)c3)o2)CC(C)O1 (stereo not given)
→ i	15	0.0
C=CCNC(=O)N1C2=NC(C(=O)OC)=C(C(=O)OC)[C@@H]3N(Cc4ccccc4)c4ccccc4[C@]23C[C@H]1C(=O)OC
→ i	10	0.0
CCN(CC)P(=O)(Nc1cccc(C(F)(F)F)c1)c1ccc(N(C)C)cc1NC(=O)c1ccco1 (stereo not given)
→ i	82*	-0.5
O=C(CCc1ccc(S(=O)(=O)NCc2ccccc2)cc1)NCC1CCCO1 (stereo not given)
→ i	10	-1.8
O=C(CSc1ccccn1)N1CCN(c2cccc(Cl)c2)CC1
→ i	15	-2.8
O=C(NCCCN1CCOCC1)c1ccc2ccccc2c1
→ i	12	-0.5
CC(=NCCc1ccccc1)C1=C(O)COC1=O
→ i	12	0.3
CCOc1ccc(NC(=O)CN(C)CC(=O)Nc2ccc(Br)cc2F)cc1OCC
→ i	6	-0.3
O=c1c(Cc2c(F)cccc2Cl)c(O)ccn1CCc1ccccn1
→ i	13	-0.6
Cc1ccc(CN2C(=NC(=O)CCC(=O)O)SC3CS(=O)(=O)CC32)cc1 (stereo not given)
→ i	10	0.1
O=C(CCN1C(=O)C2C3C=CC(C3)C2C1=O)Nc1ccc2ncccc2c1 (stereo not given)
→ i	9	-1.9
COc1cc2c(C(=O)O)c(C)n(C)c2c2ccccc12
→ i	30	-0.4
COC(=O)Cc1n[nH]c(=O)c2ccccc12
→ i	27	0.0
COc1ccc(C(O)C(CC(=O)NCCCOC(C)C)C(=O)NCCCOC(C)C)cc1OC (stereo not given)
→ i	22	-0.2

(more compounds)
Values in the order – KCNQ2 inh	OX1R FRET antag	STK33 kinase inh
O=C(NCCN1CCOCC1)c1ccc2c(c1)N(Cc1c(F)cccc1Cl)C(=O)c1ccccc1S2
→ i	11	0.2
COC(=O)c1ccc2c(=O)[nH]c(CSc3nnc(C(F)(F)F)n3C)nc2c1
→ i	18	-0.5
Cc1cc([N+](=O)[O-])ccc1NCc1ccc2ccccc2c1
→ i	3	-1.4
CCCCN(C(=O)c1[nH]c(C)c(C(=O)OCC)c1C)c1c(N)n(CCCC)c(=O)[nH]c1=O
→ i	6	-1.8
CC(C)(C)c1cc(CCC(=O)NNC(=O)c2ccco2)cc(C(C)(C)C)c1O
→ i	10	-1.8
S=c1[nH]nc(NCCc2ccccc2)s1
→ i	4	-1.3
COc1ccc(NC(=S)Nc2ccccc2F)c(OC)c1
→ i	20	-1.6
CCCCn1c(SCC(N)=O)nc2ccc(N3CCOCC3)cc2c1=O
→ i	17	-1.3
COc1c(S(=O)(=O)N2CCN(c3ccc(F)cc3)CC2)ccc(Cl)c1Cl
→ i	7	1.1
COc1ccc(CCn2c(C(C)C)nc3c(c(=O)c4ccccc4n3C)c2=O)cc1
→ i	12	0.2
NC(=O)C1CCN(CC(=O)Nc2ccc3c(c2)OCCO3)CC1
→ nt	-2	0.1
Cc1cccc(NC(=O)NCCc2c[nH]c3ccccc23)c1
→ i	28	-0.7
CC(=O)N1C(=O)C(=C2C=C(C)OC(C)=C2)c2ccccc21
→ i	7	0.4
CCN1CCC2(CC1)C(C#N)=C(N)Oc1c2sc2nc(C)cc(C)c12
→ i	33	0.4
CCCc1[nH]nc2c1C(/C(C)=C/c1ccccc1)C(C#N)=C(N)O2 (stereo not given)
→ i	5	0.9
CC(C)n1nccc1NS(=O)(=O)c1ccccc1
→ nt	3	-0.1
Cc1cc2c(cc1S(=O)(=O)Nc1c(C)cccc1C)n(C)c(=O)c(=O)n2C
→ i	13	3.0
COCCN1C(=O)c2oc3ccccc3c(=O)c2C1c1cccc(O)c1 (stereo not given)
→ i	14	1.3
CCc1ccc(OCC(=O)Nc2ccc(S(=O)(=O)N3CCCC3)cc2)c(Br)c1
→ i	5	-0.9
Cc1nn(-c2ccccc2)nc1C(=O)OCC(=O)N1CCCCC1C (stereo not given)
→ nt	9	-0.6
CC(=O)N1N=C(c2cccs2)CC1c1ccco1 (stereo not given)
→ i	6	-2.0
Cc1ccc(/C=C(\C#N)C(=O)N2CCCC2)c(C)c1
→ i	-1	-1.2
O=C(/C=C/c1cccc([N+](=O)[O-])c1)Nn1c(-c2ccccc2F)nc2ccccc2c1=O
→ i	11	1.9
COc1ccc(C(=O)Nc2ccc(NC(=O)c3cnccn3)cn2)cc1
→ i	9	-0.6
COc1ccc(CNC(=O)COC(=O)c2ccccn2)cc1
→ i	9	-1.3
CCN=C1SC(C(=O)Nc2ccc(Cl)c(Cl)c2)CC(=O)N1CC (stereo not given)
→ i	10	0.0
Cc1c(N=NC2=C(O)CCCC2=O)c(=O)n(-c2ccccc2)n1C
→ i	38	-0.4
CCC1(CC)NC(=O)N(CC(=O)Nc2ccc(OCc3ccccc3)cc2)C1=O
→ nt	9	-1.0
O=C(NCCO)C(=O)c1c(-c2ccc(Cl)cc2)cc2ccccn12
→ i	27	-0.7
CCc1ccc(OCC(=O)NC(C)(C)C)cc1
→ i	6	0.3
CCCn1c2ccccc2c2cnn(CC(=O)NCCCN3CCCC(C)C3)c(=O)c21 (stereo not given)
→ i	14	-2.0
COc1cc(/C=C2\C(=N)N3N=C(S(C)(=O)=O)SC3=NC2=O)cc(OC)c1OCCOc1ccc(C)cc1
→ i	-4	-0.8
CCOc1ccc(OCC)c(NC(=O)CN2CCN(c3cccc(C)c3)CC2)c1
→ i	12	-0.3
